TDP1 block: TDP1 (human) enzyme inhibition | recombinant TDP1, AlphaScreen DNA substrate cleavage | Potency, µM (titrated, usually from 130 µM), for inactives: at the top dose activity change, negative = inhibition, most hits filed as inhibitors | 0.28% of 350,000 active; also: nearly all actives have a fitted effect of over 40% in size
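AlphaScreen read-out: signal falls as enzyme removes the 3' tyrosine-FITC from a 5'-biotinylated DNA oligo (15 nM, 5 min, RT). Enzyme was E. coli-made recombinant Tdp1 at 1 nM, exposed to compound for 15 min beforehand; beads 10 ug/ml, 10 min.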
TDP1 cell noCPT: qHTS for Inhibitors of human tyrosyl-DNA phosphodiesterase 1 (TDP1): qHTS in cells in absence of CPT | DT40 Tdp1-/- hTDP1 cells, no CPT, ATP luminescence, 48 h | Potency, µM (titrated, usually from 46.2 µM), for inactives: at the highest dose activity change, negative = growth inhibition, usual class: inhibitors | 15% of 420,000 active; also: nearly all actives have a fitted effect of over 55% in size
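A cellular qHTS used chicken DT40 cells lacking endogenous Tdp1 but carrying stably transfected human TDP1. Compounds were applied without camptothecin, and cell growth kinetics were judged by ATP-dependent luminescence after ≥48 hr.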
GCN5L2 inh: inhibitors of human GCN5L2 histone acetyltransferase; Q92830; GCN5L2 HAT assay, ThioGlo1 CoA-SH fluorescence; Potency, µM (titrated, usually from 58.9 µM), inactives show at the top dose activity change, negative = inhibition, actives largely listed as inhibitors; 0.21% of 390,000 active; AID 504327
Target sequence (Q92830 whole entry, looked up): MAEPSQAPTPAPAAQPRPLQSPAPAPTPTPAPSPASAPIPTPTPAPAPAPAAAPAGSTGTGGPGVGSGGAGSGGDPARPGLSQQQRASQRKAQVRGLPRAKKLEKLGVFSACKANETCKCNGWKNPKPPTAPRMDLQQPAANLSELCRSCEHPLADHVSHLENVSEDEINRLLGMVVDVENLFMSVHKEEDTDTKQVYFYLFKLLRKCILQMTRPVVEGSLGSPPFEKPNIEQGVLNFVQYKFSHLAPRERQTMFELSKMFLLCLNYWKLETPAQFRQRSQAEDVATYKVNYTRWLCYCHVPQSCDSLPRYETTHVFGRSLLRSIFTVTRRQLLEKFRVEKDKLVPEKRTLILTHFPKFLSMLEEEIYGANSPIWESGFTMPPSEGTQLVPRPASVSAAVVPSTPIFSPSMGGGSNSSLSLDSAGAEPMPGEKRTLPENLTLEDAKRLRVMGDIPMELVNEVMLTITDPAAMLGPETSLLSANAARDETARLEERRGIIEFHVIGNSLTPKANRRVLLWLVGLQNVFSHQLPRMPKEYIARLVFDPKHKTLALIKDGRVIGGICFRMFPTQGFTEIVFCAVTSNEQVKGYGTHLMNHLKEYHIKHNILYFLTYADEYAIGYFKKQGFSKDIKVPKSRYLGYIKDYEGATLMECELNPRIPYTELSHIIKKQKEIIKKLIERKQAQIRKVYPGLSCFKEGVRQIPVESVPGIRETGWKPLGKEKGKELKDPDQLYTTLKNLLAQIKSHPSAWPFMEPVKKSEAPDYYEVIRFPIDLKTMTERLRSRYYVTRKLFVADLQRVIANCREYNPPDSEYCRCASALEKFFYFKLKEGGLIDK
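Preincubate 20nM GCN5L2 with compound 15 min, RT → add 50uM ThioGlo1 + 75uM H3(1-25) + 70uM acetyl-CoA → read fluorescence 0 and 20 min. Primary qHTS; fluorescent artifacts likely.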
* marks the source's active call; other numbers are inactive results; ? = inconclusive; . = no result given. Calls follow the shape of the dose curve; as a rule, active = well fitted curve in the direction sought with a large enough effect; inconclusive = small, poorly fitted or top-dose-only effect, or another doubt; inactive = no such curve, though single readings can be large; an effect the other way counts as inactive or inconclusive. % is scaled to controls: 0 for no effect and ±100 for the full control effect; potency is read from the fitted curve at half-maximal effect.

SMILES | TDP1 block | TDP1 cell noCPT | GCN5L2 inh
CCOc1ccc(NC(=O)CN(C)S(=O)(=O)c2ccc3c(c2)c(=O)n(C)c(=O)n3C)cc1 | -3.5% | -7.5% | -8.2%
CN(C)CC#Cc1cncc(C(=O)NNC(=O)Nc2ccc(Cl)cc2)c1 | 2.9% | 12.0% | -3.8%
O=C(C[C@H]1C(=O)N(CCc2ccccc2)C[C@@H]1Cc1ccccc1)Nc1ccccc1 | . | 15.8µM* | ?
O=C(NC1CC1)c1cc(=O)c2ccccc2o1 | 4.1% | -0.1% | -8.2%
Cn1c(C(=O)OC(C(=O)NC2CCCCC2)c2ccccn2)cc2sccc21 (centres undefined) | 3.1% | -19.1% | -3.4%
COc1ccccc1C(=O)Oc1ccc2c(c1)O/C(=C\c1ccncc1)C2=O | 5.4% | 13µM* | -27.2%
COc1ccc2ccccc2c1CN1CCN(C(=O)c2ccccc2)CC1 | 5.1% | 14.6µM* | -5.7%
COc1ccc(S(=O)(=O)N/N=C(/C)c2cccc(NC(=O)c3ccccc3Cl)c2)cc1 | -0.5% | 13.6% | ?
COc1cc([N+](=O)[O-])cc(/C=N/NC(=O)C(O)(c2ccccc2)c2ccccc2)c1O | . | ? | -4.9%
CCCCCCCCCCSc1n[nH]c(NC(C)=O)n1 | 2.0% | -5.5% | -0.7%
Cc1nc2nc(-c3ccc(Cl)cc3Cl)nn2c(C)c1CCC(=O)Nc1ccc(F)cc1 | 0.0% | -0.2% | -7.5%
CCn1c(=O)cc(SCC(=O)N(C)Cc2ccccc2)c2ccccc21 | 1.4% | -16.9% | -1.4%
CCCNC(=O)CN(c1ccccc1)S(=O)(=O)c1ccc(OC)c(OC)c1 | 5.5% | -6.0% | -0.6%
Clc1ccc2nc(NCc3ccccc3)c3nncn3c2c1 | 2.5% | -11.3% | -5.1%
COc1ccc(CNC(=O)[C@]2(C)CCC[C@@]3(C)C4CC[C@@]5(C)C[C@]4(CCC32)CC5=O)cc1 (some centres undefined) | -1.8% | ? | -5.1%
Cc1cc(C(=O)NCc2ccccc2Cl)n(-c2ccccc2)n1 | . | ? | -26.9%
O=c1[nH]cc(S(=O)(=O)Nc2ccc3c(c2)OCO3)c(=O)[nH]1 | 2.3% | -16.2% | -7.2%
CCOc1ccccc1Oc1c(C)oc2cc(OC(=O)c3ccco3)ccc2c1=O | 7.5% | -14.8% | 2.4%
CCCn1c(SCC(=O)Nc2nc(C)c(C(=O)OC)s2)nnc1C(C)C | 4.1% | -27.2% | -13.1%
Clc1cc(Cl)c(OCC#CI)cc1Cl | . | 1.88µM* | 14.1µM*
CCOc1ccc(N2C(=O)c3n[nH]c(-c4cccs4)c3C2c2cccc(F)c2)cc1 (centres undefined) | 7.1% | ? | -10.0%
Cc1ccc(CN2c3ccccc3-c3nc(SCC(=O)Nc4c(C)cc(C)cc4C)ncc3S2(=O)=O)cc1 | 5.3% | ? | 8.3%
O=C(Nc1ncccc1O)c1ccc2c(c1)OCCO2 | 0.6% | 14.6µM* | -6.7%
CC(C)c1ccc(S(=O)(=O)NCc2ccc3c(c2)OCO3)cc1 | . | -13.8% | -1.5%
Cc1n[nH]c(C)c1S(=O)(=O)N1CCC(C(=O)O)CC1 | 0.5% | -7.5% | 3.6%
COC(=O)C1=C(C)NC(C)=C(C(=O)OCC2CCCO2)C1c1ccc(Cl)c([N+](=O)[O-])c1 (centres undefined) | 10.6% | . | -19.2%
C1=C(CCNCC2CC2)CCCC1 | 2.8% | -20.3% | 1.8%
Cc1cc(Cl)ccc1NC(=S)NCCCN1CCCC1=O | -0.6% | 3.8% | 0.3%
COc1ccc(C)cc1S(=O)(=O)NCC(c1ccco1)N1CCc2ccccc2C1 (centres undefined) | . | ? | -27.3%
O=C(CN(CCO)c1ccccc1)Nc1ccc(Cl)c(S(=O)(=O)N2CCOCC2)c1 | 2.4% | ? | -5.3%
CCCn1c(=O)c(C(=O)NCc2ccncc2)c(O)c2ccccc21 | -7.1% | -17.6% | -1.4%
Cc1ccc(-c2nnn(CC(=O)N(c3ccccc3F)C(C(=O)NC3CCCC3)c3ccco3)n2)o1 (centres undefined) | 9.6% | 16.4µM* | -1.2%
CC(=O)Nc1cc(C)c(S(C)(=O)=O)c(C)c1 | 5.3% | 9.7% | 1.8%
CCn1cnc2cc(NCc3ccc(C)cc3)ccc21 | -11.4% | -25.4% | -0.4%
COc1ccc(Cc2nnc(SCC(=O)NCCc3ccccc3)o2)cc1 | -2.1% | -7.8% | -3.0%
Cc1ccc(F)cc1NC(=O)N1CCNC(=O)C1CC(=O)Nc1cc(Cl)ccc1Cl (centres undefined) | 2.9% | -22.6% | -0.4%
CCCCc1nc(N2CCOCC2)c(C#N)c2c1CCCC2 | 1.0% | 2.5% | -7.1%
O=C(O)CCCCCNS(=O)(=O)c1ccc2c3c(cccc13)C(=O)N2 | . | 0.2% | ?
COc1ccccc1Nc1cc(C(=O)N2CCc3ccccc3C2)c2ccccc2n1 | 6.0% | . | -12.7%
N#Cc1ccccc1OCC(=O)NC1CCCCC1 | 0.1% | -10.7% | -7.8%
Cc1noc(C)c1NC(=O)Nc1ccc2c(c1)C(=O)N([C@H](C)CO)C[C@H](C)[C@@H](CN(C)S(C)(=O)=O)O2 | -1.5% | -15.8% | -2.7%
COc1ccc(NC(=O)CCn2c(-c3ccc(F)cc3)cc(C(C)=O)c2C)c(OC)c1 | 4.7% | ? | -6.0%
O=C(/C=C/c1ccccc1)c1ccc2c(c1)OCCCCO2 | 0.0% | ? | -11.9%
CN(C)/C=C1\N=C(c2ccc3c(c2)OCO3)OC1=O | 3.2% | ? | -7.3%
O=C(Cc1cccs1)Nc1nnc(SCC(=O)NC2CCCCC2)s1 | 1.0% | -18.4% | -14.9%
COc1ccc(NC(=O)CC(C)n2nc(C)cc2C)cc1Cl (centres undefined) | 5.8% | ? | -3.1%
Cc1cc(C)c(NC(=O)C(C)OC(=O)c2cc(Br)c(Br)s2)c(C)c1 (centres undefined) | -3.4% | -27.4% | 0.9%
COC(=O)c1cn(NC(=O)C2CCCCC2)c(=O)c2ccccc12 | -3.3% | -17.9% | -3.1%
COC(=O)C1C(=O)c2c([nH]c(C(=O)OCCOC(C)C)c2C)CC1C (centres undefined) | -5.6% | ? | -1.7%
NC(=O)c1cc(C(=O)c2ccc(Cl)cc2Cl)c[nH]1 | 6.2% | ? | -0.9%
CC(=O)N1CCC(=NNc2ccc(S(N)(=O)=O)cc2[N+](=O)[O-])CC1 | -7.5% | 2.3% | ?
Cc1ccc(C)c(NC(=O)CCC(=O)N2CCOc3ccccc32)c1 | . | -15.9% | -8.2%
S=C(c1nc2ccccc2[nH]1)N1CCOCC1 | -1.1% | ? | -9.6%
CCCCNc1nc2ccccc2nc1NS(=O)(=O)c1ccc(F)cc1 | . | ? | ?
CC1CN(c2cnn(C(C)C)c(=O)c2Cl)CC(C)O1 (centres undefined) | . | -1.4% | -1.3%
O=C(Nc1ccc(C(=O)N2CCC(N3CCOCC3)CC2)cc1)c1ccc(Br)o1 | -0.3% | 6.9% | -1.7%
Cn1c(=O)oc2cc(S(=O)(=O)Nc3ccccc3)ccc21 | 0.0% | ? | 1.5%
CC(=O)c1sc(NS(=O)(=O)c2ccc(C)cc2)nc1C | 1.2% | -29.2% | -6.5%
OCC(O)CNC(=S)NC1CCCCC1 (centres undefined) | 2.4% | -5.6% | 0.1%
CCC(C)C(=O)Nc1nnc(-c2cccs2)s1 (centres undefined) | -2.0% | -17.3% | -18.8%
The results go on.
SMILES | TDP1 block | TDP1 cell noCPT | GCN5L2 inh
Cc1ccc2c(c1)C1(SCCS1)C(=O)N2 | 5.8% | -3.8% | 4.2%
Cc1ccc(NC(=O)CN2c3cccc4cccc(c34)S2(=O)=O)cc1S(=O)(=O)N1CCOCC1 | 0.6% | 18.4µM* | -5.9%
COc1ccc(NC(=O)C23CC4CC(CC(Cl)(C4)C2)C3)cc1S(=O)(=O)N1CCOCC1 | 0.1% | ? | -8.9%
O=C(CN1CCCCCC1)OCCN=C1NS(=O)(=O)c2ccccc21 | 0.0% | 2.9% | -2.3%
COc1ccc(C2OC34CCCCC3C(C#N)(C#N)C2(C#N)C(=N)O4)cc1 (centres undefined) | -0.9% | 7.31µM* | -12.4%
CC1=NN(c2ccccc2)C(=O)/C1=C\C=C1/N(C)c2ccccc2C1(C)C | 8.2% | ? | -6.0%
c1ccc(-c2ccccc2OCCCCN2CCCCC2)cc1 | 0.6% | 16.4µM* | -1.6%
CCn1cnc2cc(NS(=O)(=O)c3ccc(C)cc3)ccc21 | -7.1% | ? | -2.0%
COc1ccc(C(CNC(=O)Cc2c(F)cccc2Cl)N2CCCCC2)cc1 (centres undefined) | -3.7% | -8.6% | 0.6%
CCOC(=O)C1=C(CNCc2ccc(F)cc2)NC(=O)NC1c1cccc([N+](=O)[O-])c1 (centres undefined) | 8.2% | ? | -6.8%
NC(=O)N/N=C/c1ccc(N2CCOCC2)s1 | 2.8% | -37.5% | -2.8%
Cc1cc(C)cc(NC(=O)C(OC(=O)C2=COCCO2)c2ccccc2)c1 (centres undefined) | 0.0% | 0.2% | 1.2%
CCN(CC)C(=O)C1=C(C)NC(=S)NC1c1cccs1 (centres undefined) | -5.5% | -24.8% | -8.8%
O=C(N=C1SC2CS(=O)(=O)CC2N1c1cc(Cl)ccc1Cl)C1CCCO1 (centres undefined) | 1.0% | 7.2% | -14.1%
N=c1oc2ccc(Cl)cc2cc1C(=O)Nc1ccc(F)cc1 | . | ? | 11.1%

Eleven structures already listed, sorted by count of non-hydrogen atoms, smallest number first:
SMILES | TDP1 block | TDP1 cell noCPT | GCN5L2 inh
Cc1ccc2c(c1)C1(SCCS1)C(=O)N2 | 5.8% | -3.8% | 4.2%
NC(=O)N/N=C/c1ccc(N2CCOCC2)s1 | 2.8% | -37.5% | -2.8%
CCN(CC)C(=O)C1=C(C)NC(=S)NC1c1cccs1 (centres undefined) | -5.5% | -24.8% | -8.8%
CCn1cnc2cc(NS(=O)(=O)c3ccc(C)cc3)ccc21 | -7.1% | ? | -2.0%
c1ccc(-c2ccccc2OCCCCN2CCCCC2)cc1 | 0.6% | 16.4µM* | -1.6%
O=C(CN1CCCCCC1)OCCN=C1NS(=O)(=O)c2ccccc21 | 0.0% | 2.9% | -2.3%
O=C(N=C1SC2CS(=O)(=O)CC2N1c1cc(Cl)ccc1Cl)C1CCCO1 (centres undefined) | 1.0% | 7.2% | -14.1%
COc1ccc(C2OC34CCCCC3C(C#N)(C#N)C2(C#N)C(=N)O4)cc1 (centres undefined) | -0.9% | 7.31µM* | -12.4%
COc1ccc(C(CNC(=O)Cc2c(F)cccc2Cl)N2CCCCC2)cc1 (centres undefined) | -3.7% | -8.6% | 0.6%
CCOC(=O)C1=C(CNCc2ccc(F)cc2)NC(=O)NC1c1cccc([N+](=O)[O-])c1 (centres undefined) | 8.2% | ? | -6.8%
Cc1ccc(NC(=O)CN2c3cccc4cccc(c34)S2(=O)=O)cc1S(=O)(=O)N1CCOCC1 | 0.6% | 18.4µM* | -5.9%

Next section.
SMILES | TDP1 block | TDP1 cell noCPT | GCN5L2 inh
CC(C)C[C@H]1CNC(=O)C(=O)N1C[C@H](C)NC(=O)Cc1ccccc1 | . | -2.8% | -17.3%
Cc1c(C)c2cc(Cl)c(OCC(=O)N3CCN(c4ccc(F)cc4)CC3)cc2oc1=O | 2.3% | -10.2% | -1.1%
CCC(Cc1ccccc1)NC(=O)c1oc(=O)c2ccccc2c1-c1ccccc1 (centres undefined) | -2.3% | ? | -4.0%
Cn1c(N)c(C(=O)COC(=O)CC(NC(=O)c2ccccc2Cl)c2ccccc2)c(=O)n(C)c1=O (centres undefined) | 2.5% | ? | -9.1%
COc1ccc(OC)c(CNn2c(-c3ccccc3F)nc3ccccc3c2=O)c1 | -1.2% | 18.4µM* | -10.1%
COc1cccc(OCc2cc(C3Nc4ccccc4C(=O)N3Cc3ccco3)ccc2OC)c1 (centres undefined) | 5.0% | ? | -17.4%
COc1ccc(OCCn2c(=N)n(CCO)c3ccccc32)cc1 | 1.9% | ? | -6.1%
Cc1ccc(NC(=O)CN2C(=O)NC(C)(C)C2=O)cc1S(=O)(=O)N1CCCCCC1 | -9.5% | -12.7% | -9.8%
C=CCOc1c(Cl)cc(CNc2ccc(N(C)C)cc2)cc1OC | 3.2% | 6.51µM* | -10.2%
Cc1cc(C(=O)NCCc2ccc(Cl)cc2)c(C)o1 | 7.5% | -17.5% | -9.5%
COc1ccc(C2=NN(CC(=O)NCc3ccco3)C(=O)CC2)cc1 | -2.8% | -7.1% | -1.3%
CC(=O)c1c(N2CCN(c3ccccc3)CC2)nc(=S)n(-c2ccccc2)c1C | 3.0% | 20.6µM* | -1.3%
CSCc1nc2sc(C(=O)Nc3nc(C)cs3)c(C)c2c(=O)[nH]1 | 3.5% | ? | -4.3%
O=C(CSc1nccn1C1CCCC1)Nc1ccc(C(F)(F)F)cc1 | 1.5% | ? | -0.2%

Only part of the results is shown; rates above refer to the full screens.
